Bioassay records (PubChem BioAssay)
PAFAH2 inh: inhibitors of human PAFAH2. Q99487. recombinant PAFAH2, FP-rhodamine activity probe, fluorescence polarization. inhibition, % at 3.39 µM. 340,000 tested, 0.99% active. AID 492956;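 active = inhibition above the mean over all tested compounds plus 3 SD, cut at about 30% in these data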;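 note: inhibitors block probe labeling of enzyme so polarization drops; 0% = enzyme with DMSO and 100% = wells lacking PAFAH2 protein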
PAFAH1B2 inh: PAFAH1B2 (human) inhibition; 340,000 tested, 1.2% active; recombinant PAFAH1B2, FP-rhodamine activity probe, fluorescence polarization; AID 492953; inhibition, % at 3.39 µM; P68402;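 active = inhibition above the mean of all tested compounds plus 3 SD, cut at about 24% in these data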;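 note: 0% = enzyme with DMSO and 100% = wells lacking PAFAH1B2; many of its hits are not listed in these tables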
ZTA DNA inh: ZTA (EBV) inhibition in EBNA-1 counter-screen. P03206. ZTA-DNA binding, fluorescence polarization. inhibition, % at 11 µM. 320,000 tested, 0.15% active. AID 2234; in the data active = inhibition above about 33%
Target sequence (P03206 whole entry, looked up): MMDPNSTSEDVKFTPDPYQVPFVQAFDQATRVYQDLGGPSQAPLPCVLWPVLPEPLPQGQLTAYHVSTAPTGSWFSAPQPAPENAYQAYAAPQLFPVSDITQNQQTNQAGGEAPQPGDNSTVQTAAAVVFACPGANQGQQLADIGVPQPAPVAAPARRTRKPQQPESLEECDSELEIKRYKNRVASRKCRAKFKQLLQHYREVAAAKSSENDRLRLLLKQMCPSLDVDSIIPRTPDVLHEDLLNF
LYPLA1 inh: LYPLA1 (human) inhibition in PME1 counter-screen; recombinant LYPLA1, FP-Rh probe fluorescence polarization; inhibition, % at 5.9 µM; 320,000 tested, 0.16% active; AID 2174;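 active = inhibition above the mean of all tested compounds plus 3 SD, set per campaign, cut at about 14% in these data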;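 note: inhibitors block serine hydrolase probe labeling of LYPLA1 so polarization falls; 0% = enzyme with DMSO and 100% = wells lacking LYPLA1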
Target sequence (O75608 whole entry, looked up): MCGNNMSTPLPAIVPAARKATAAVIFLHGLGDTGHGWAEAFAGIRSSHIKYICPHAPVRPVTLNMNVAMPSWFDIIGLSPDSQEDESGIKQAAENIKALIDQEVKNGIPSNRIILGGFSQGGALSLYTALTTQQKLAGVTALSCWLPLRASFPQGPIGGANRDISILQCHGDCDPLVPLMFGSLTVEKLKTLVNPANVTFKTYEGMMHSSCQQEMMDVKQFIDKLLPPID
PAFAH1B3 FP inh: PAFAH1B3 (human) inhibition; recombinant PAFAH1B3, FP-rhodamine probe, fluorescence polarization; inhibition, % at 3.39 µM; 340,000 tested, 0.28% active; AID 492972;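 active = inhibition above the screen-wide average of all tested compounds plus 3 SD, cut at about 25% in these data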;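 note: 0% = enzyme with DMSO only and 100% = wells lacking PAFAH1B3 protein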
Target sequence (Q15102 whole entry, looked up): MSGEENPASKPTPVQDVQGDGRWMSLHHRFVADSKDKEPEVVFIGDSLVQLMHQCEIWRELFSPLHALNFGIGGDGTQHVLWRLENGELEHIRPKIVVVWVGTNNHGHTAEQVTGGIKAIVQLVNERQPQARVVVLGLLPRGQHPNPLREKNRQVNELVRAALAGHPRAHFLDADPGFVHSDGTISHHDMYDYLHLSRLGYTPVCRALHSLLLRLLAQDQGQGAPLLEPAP
PREPL inh: human PREPL enzyme inhibition; recombinant PREPL, fluorescence polarization activity-based probe; inhibition, % at 5.96 µM; 320,000 tested, 0.68% active; in the data active = inhibition above about 43%;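 note: 0% = enzyme with DMSO and 100% = wells lacking enzyme; many of its hits are not listed in these tables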
pPAFAH FP inh: pPAFAH (human) enzyme inhibition | Q13093 | recombinant pPAFAH, FP-rhodamine probe fluorescence polarization | inhibition, % at 3.39 µM | 330,000 tested, 1.5% active;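 active = inhibition above the mean inhibition across the screen plus 3 SD, cut at about 25% in these data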;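 note: inhibitors block binding of the rhodamine activity-based probe so polarization drops; 0% = enzyme with DMSO and 100% = wells lacking pPAFAH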
EBNA-1 inhibitor: blocks EBNA-1 binding to DNA; EBNA-1 DNA binding, fluorescence polarization; inhibition, % at 14.8 µM; 300,000 tested, 0.34% active; AID 1950; in the data active = inhibition above about 28%
LYPLA2 inh: blocks human lysophospholipase 2, a PME1 counter-screen. O95372. AID 2177. recombinant LYPLA2, FP-Rh probe fluorescence polarization. 320,000 tested, 0.38% active. inhibition, % at 5.9 µM;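 active = inhibition above the screen-wide mean plus 3 SD, limit set per campaign, cut at about 26% in these data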;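 note: 0% = LYPLA2 with DMSO and 100% = wells lacking LYPLA2 enzyme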
Target sequence (O95372 whole entry, looked up): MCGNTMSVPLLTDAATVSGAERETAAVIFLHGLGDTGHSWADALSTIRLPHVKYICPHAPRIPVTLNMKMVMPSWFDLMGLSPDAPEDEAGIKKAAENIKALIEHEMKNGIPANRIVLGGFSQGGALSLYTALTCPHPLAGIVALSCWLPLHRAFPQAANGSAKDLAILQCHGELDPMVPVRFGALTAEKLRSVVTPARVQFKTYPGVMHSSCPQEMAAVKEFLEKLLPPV
Numbers without * were called inactive; / = no result given. An excerpt. The share of hits here may be higher or lower than overall.

SMILES	PAFAH2 inh	PAFAH1B2 inh	ZTA DNA inh	LYPLA1 inh	PAFAH1B3 FP inh	PREPL inh	pPAFAH FP inh	EBNA-1 inhibitor	LYPLA2 inh
CCc1ccccc1NC(=O)Nc1cccn(Cc2ccc(F)cc2)c1=O	-11	7	0	-5	3	5	7	2	-2
Cc1ccc2nc(SCC3CCCCO3)[nH]c2c1 (centres undefined)	4	3	0	4	4	-1	0	13	5
CCC1CCCCN1CCCNC(=O)C1CC(=O)N(CCc2ccccc2)C1 (centres undefined)	6	-4	-30	-1	7	16	1	-11	1
Cc1ccc2nc3c(c(Nc4ccc5c(c4)OCCO5)c2c1)CCC3	3	-2	10	0	6	11	6	-11	-7
COC(=O)c1ccc(N2CCN(S(=O)(=O)c3ccc4ccccc4c3)CC2)c([N+](=O)[O-])c1	-3	-3	3	-2	3	-44	2	2	-2
CCOC(=O)CNC(=O)/C=C/c1c(Cl)cccc1Cl	-5	3	5	-1	0	3	0	6	-4
O=C1CC(N2CCN(C(c3ccccc3)c3ccccc3)CC2)C(=O)N1 (centres undefined)	-9	14	-4	-1	-2	-4	0	0	5
CCc1cc2c(=O)c(-c3ccon3)c(N)oc2cc1OC	0	4	6	-5	5	3	-2	16	-3
Cc1cc(NC(=O)C2CCCC2)n(-c2nc3ccccc3[nH]2)n1	-7	-2	14	-8	5	6	5	22	-5
Cc1ccc(C)c(-c2cc(C(=O)NN3CCOCC3)c3ccccc3n2)c1	8	0	4	-1	3	3	4	2	-2
CC(C)(C)[C@H]1C=C(C(=O)NCc2nc3ccccc3[nH]2)O[C@@H](OCc2ccc(CO)cc2)C1	4	5	-3	-1	5	3	-1	-6	-7
O=C1/C(=C\c2ccsc2)N2CCC1CC2	1	4	-11	1	4	4	4	-10	2
CC(C)(C)C(=O)Nc1ccc(N2CCN(c3ccc(C(F)(F)F)cn3)CC2)nc1	7	2	7	0	6	3	3	-3	-1
Cc1ccc(NC(=O)CN2C(=O)NC(Cc3c[nH]c4ccccc34)C2=O)cc1S(=O)(=O)N1CCCCC1 (centres undefined)	-8	0	-1	-5	8	33	1	12	-2
O=Cc1cn(-c2ccccc2)nc1-c1cc2c(ccc3ccccc32)oc1=O	-11	-7	2	-4	-5	-28	5	3	-7
COc1ccc2c(C(=O)c3ccc(Cl)cc3)n(CCCC(N)=O)[n+]([O-])c2c1	9	1	5	-1	-4	20	5	8	-8
CSCCC(NC(=O)C1CCC(C)CC1)C(=O)N1CCN(c2ccccn2)CC1 (centres undefined)	2	5	3	4	9	4	2	10	6
O=C(OCC#CCSc1nnc(-c2cccc3ccccc23)o1)c1cnc[nH]1	13	-4	/	/	-1	3	5	/	/
Cc1ccc(OCC(O)Cn2c(N)nc3c2c(=O)n(C)c(=O)n3C)cc1 (centres undefined)	3	-1	-15	4	-5	10	6	11	5
O=C(Oc1cccc(Br)c1)c1cccnc1	13	8	-3	0	11	13	-1	-6	4
CCOC(=O)c1ccc(NS(=O)(=O)c2c(C)n(C)c(=O)n(C)c2=O)cc1	3	1	10	-1	3	3	3	4	1
CC1CN(c2oc(-c3ccco3)nc2C#N)CC(C)O1 (centres undefined)	-9	2	1	-2	8	10	6	1	10
CC(=O)c1sc2nc(-c3ccccc3)cc(C)c2c1N	4	1	10	2	5	11	6	1	4
CC1CN(CC(=O)Nc2ccc([N+](=O)[O-])cc2Br)CC(C)O1 (centres undefined)	2	4	-10	0	5	2	0	14	5
CCOc1ccccc1NC(=O)[C@@H](NC(=O)c1cccc(S(=O)(=O)N2CCOCC2)c1)C(C)C	-4	6	-1	5	-1	0	-3	8	-1
CC(/C=C/c1ccccc1)=N\NC(=O)CCc1ccccc1	7	8	9	1	8	-6	0	-8	1
Cc1cc(C)c(NC(=O)CNC(=O)c2cc(C3CC3)nn2-c2ccccc2)c(C)c1	-13	0	2	0	1	3	-6	/	0
O=C(CC1SCCNC1=O)Nc1ccc(F)c(Cl)c1 (centres undefined)	5	3	8	2	5	0	2	-14	2
CN(CC(=O)Nc1ccc(Cl)cc1)C(=O)c1ccc(N2CCCC2=O)cc1	3	4	-4	-4	1	21	-2	/	5
C/C(=N/OCC(=O)NCCCCCCNC(=O)CO/N=C(/C)c1cccs1)c1cccs1	-10	8	-9	0	0	6	2	7	3
O=c1[nH]c(COc2ccc(Cl)cc2Br)nc2ccccc12	3	3	-2	-7	-7	-47	-4	1	2
Cc1cc(NC(=O)CSc2ccc(-c3nc4cc(C)c(C)cc4[nH]3)cn2)no1	-32	-11	-11	-22	-27	5	-5	-8	-36
CCS(=O)(=O)c1ccc(NC(=O)c2ccccc2Cl)c(O)c1	17	-4	-2	1	5	17	5	12	8
O=C(CN1CCN(S(=O)(=O)N2CCCCC2)CC1)Nc1ccc(Cl)c(Cl)c1	-1	2	3	-3	4	-1	3	-5	0
COc1cc(/C=N/Nc2ccc(S(N)(=O)=O)cc2)cc(OC)c1OC	-4	3	4	1	2	5	7	0	2
Cc1cc(C)n2nc(C(=O)OCC(=O)N3CC(C)CC(C)C3)nc2n1 (centres undefined)	3	1	11	1	2	0	1	2	0
COc1ccccc1OCCSc1nc2ccccc2n1CC(N)=O	4	2	6	1	4	4	1	4	3
COc1ccc(S(=O)(=O)N2CCOC23CCN(S(=O)(=O)c2ccc(F)cc2)CC3)cc1	3	2	0	-1	0	-4	3	1	0
CN1CCN(c2ccc(NC(=O)c3cc4ccccc4o3)cc2)CC1	0	2	-17	1	11	4	7	-2	-1
CCOC(=O)/C(=C/Nc1ccc(F)cc1)[N+](=O)[O-]	1	-1	-8	-2	-4	10	-2	-12	3
CCCc1cc(Nc2ccccc2)n2ncnc2n1	1	-4	0	2	2	0	1	6	1
Cc1cc(C(=O)Nc2ccccc2C)c2ccccc2n1	4	4	-3	4	-1	13	-4	-23	0
O=C(Oc1ccc(O)cc1)C12CC3CC(CC(C3)C1)C2	-3	15	-1	-2	1	20	-2	-8	7
CCOC(=O)CSC1=C(C#N)C(c2ccc(OC)cc2)C2=C(CC(C)(C)CC2=O)N1 (centres undefined)	-5	5	6	0	-3	11	-8	-14	-5
CCOC(=O)CNc1nc(Cl)nc(Nc2ccccc2)n1	0	-1	4	-2	5	-8	-1	-5	-6
O=C(NCCCc1ccccc1)C1CC1	/	/	-5	0	/	9	1	-12	-1
CCc1ccc(NC(=O)CCC(=O)c2ccc(C)cc2)cc1	5	3	5	-8	4	-20	-8	-7	21
CCN(C(=O)CSc1nnc(-c2c[nH]c3ccccc23)o1)C1CCS(=O)(=O)C1 (centres undefined)	1	0	-1	1	-4	7	1	3	7

Reformatted bar-delimited: seven of the compounds above
SMILES | PAFAH2 inh | PAFAH1B2 inh | ZTA DNA inh | LYPLA1 inh | PAFAH1B3 FP inh | PREPL inh | pPAFAH FP inh | EBNA-1 inhibitor | LYPLA2 inh
CCOC(=O)/C(=C/Nc1ccc(F)cc1)[N+](=O)[O-] | 1 | -1 | -8 | -2 | -4 | 10 | -2 | -12 | 3
COc1ccccc1OCCSc1nc2ccccc2n1CC(N)=O | 4 | 2 | 6 | 1 | 4 | 4 | 1 | 4 | 3
CCN(C(=O)CSc1nnc(-c2c[nH]c3ccccc23)o1)C1CCS(=O)(=O)C1 (centres undefined) | 1 | 0 | -1 | 1 | -4 | 7 | 1 | 3 | 7
CCCc1cc(Nc2ccccc2)n2ncnc2n1 | 1 | -4 | 0 | 2 | 2 | 0 | 1 | 6 | 1
CN1CCN(c2ccc(NC(=O)c3cc4ccccc4o3)cc2)CC1 | 0 | 2 | -17 | 1 | 11 | 4 | 7 | -2 | -1
O=C(NCCCc1ccccc1)C1CC1 | / | / | -5 | 0 | / | 9 | 1 | -12 | -1
CCOC(=O)CSC1=C(C#N)C(c2ccc(OC)cc2)C2=C(CC(C)(C)CC2=O)N1 (centres undefined) | -5 | 5 | 6 | 0 | -3 | 11 | -8 | -14 | -5

Returning to the listing with the six entries that preceded the break.
SMILES	PAFAH2 inh	PAFAH1B2 inh	ZTA DNA inh	LYPLA1 inh	PAFAH1B3 FP inh	PREPL inh	pPAFAH FP inh	EBNA-1 inhibitor	LYPLA2 inh
O=C(Oc1ccc(O)cc1)C12CC3CC(CC(C3)C1)C2	-3	15	-1	-2	1	20	-2	-8	7
CCOC(=O)CSC1=C(C#N)C(c2ccc(OC)cc2)C2=C(CC(C)(C)CC2=O)N1 (centres undefined)	-5	5	6	0	-3	11	-8	-14	-5
CCOC(=O)CNc1nc(Cl)nc(Nc2ccccc2)n1	0	-1	4	-2	5	-8	-1	-5	-6
O=C(NCCCc1ccccc1)C1CC1	/	/	-5	0	/	9	1	-12	-1
CCc1ccc(NC(=O)CCC(=O)c2ccc(C)cc2)cc1	5	3	5	-8	4	-20	-8	-7	21
CCN(C(=O)CSc1nnc(-c2c[nH]c3ccccc23)o1)C1CCS(=O)(=O)C1 (centres undefined)	1	0	-1	1	-4	7	1	3	7
CNC(=O)[C@H](C)[C@@H]1C[C@@]1(C)[C@@H](NC(=O)OCc1ccccc1)c1ccccc1	-4	3	-14	-4	4	-1	-8	5	4
COc1cc(-c2nc3ccccc3s2)ccc1O	6	0	3	-1	4	27	6	4	3
COCCN1C(=O)C(=O)/C(=C(/O)c2ccc(S(=O)(=O)N3CCOCC3)cc2)C1c1cccc(OC)c1 (centres undefined)	0	-4	0	3	8	18	6	-15	5
Cc1cccc(Nc2ncccc2C(=O)O)c1C	-2	1	18	0	-1	5	-1	8	2
CCOc1ccc(C(=O)NC(=S)NCc2cccnc2)cc1	4	6	8	0	13	-2	-10	-6	1
CC12CN(NC(=O)c3ccccc3F)C3(C#N)CC1CCC23C (centres undefined)	2	3	-4	0	1	-1	2	3	1
COc1ccccc1CNC(=O)c1ccc(CS(=O)(=O)c2ccccc2OC)o1	1	4	-8	-2	3	2	7	8	5
O=C(CN1C(=O)CCC1=O)Nc1nc(-c2ccc3ccccc3c2)cs1	-1	-1	8	-9	2	-21	4	-5	-12
CCc1noc(C)c1C(=O)NNC(=O)c1ccccc1	0	1	-6	1	6	4	0	/	7
CCCC1Cc2[nH]c(=O)c(C#N)cc2CO1 (centres undefined)	-2	1	-7	1	3	3	6	10	9
Cc1ccc(OCc2ccc(C(=O)N3CCCC3)o2)cc1C	1	3	-2	-2	11	34	3	-13	-1
Cc1onc(-c2ccccc2Cl)c1C(=O)Nc1nc2c(s1)CCCC2	12	3	-19	-5	3	-8	-10	-19	-8
COc1ccc(N/N=C(\C#N)C(N)=O)cc1	1	4	-4	0	-4	13	6	-11	-3
Cc1nn(C)cc1CN(C)Cc1c(C(=O)N(C)Cc2ccccc2)nc2ccccn12	9	5	8	-2	-3	1	-1	-7	-2
COc1ccccc1N1CCN(/N=C/C=C\c2ccco2)CC1	11	4	-5	3	2	-5	5	-5	3
